Bioassay records deposited in PubChem BioAssay by several laboratories.
Bim-Mcl-1 = inhibitors of Bim peptide binding to Mcl-1, primary screen, biochemical, bead-based flow cytometry, multiplex | Induced myeloid leukemia cell differentiation protein Mcl-1 (Homo sapiens), Q07820 | actives 0.1% (n = 190,000) | inhibition, % at 10 µM | Bim peptide-Mcl-1 binding | AID 1009, 2008; in the data active = inhibition above about 40%;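 note: 0% = no compound tracer wells and 100% = peptide blocker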
Mcl1 Noxa PPI = Mcl-1/Noxa binding inhibitors, primary screen, biochemical, TR-FRET, 1536-well; TR-FRET Mcl-1/Noxa peptide binding, 2 h; inhibition, % at 21.7 µM; actives 1.5% (n = 220,000); AID 1022, 2008;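 active = compounds that cut the protein-peptide binding signal by more than 50% relative to plate controls in a single-dose test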;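 note: His-tagged Mcl-1 with rhodamine Noxa BH3 peptide and terbium anti-His antibody; 0% = Mcl-1 plus Noxa peptide wells and 100% = peptide-only wells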
ABCG2 block = ABCG2 efflux pump inhibitors, primary screen, multiplex with ABCB1, IgMXP3 cells, flow cytometry. actives 0.1% (n = 190,000). inhibition, % at 6.6 µM. JC-1 efflux. Broad substrate specificity ATP-binding cassette transporter ABCG2 (Homo sapiens), Q9UNQ0;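 active = inhibition above 80%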;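 note: 0% = DMSO and 100% = nicardipine control wells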
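Test system: IgMXP3 (ABCG2) plus far-red-tagged CCRF-Adr (ABCB1) cells / Amount: 3 million cells/mL in well / Reagent: JC-1 transporter substrate / Timing: 10 min compound exposure, 25 °C / Signal: flow cytometry, 530 nm JC-1 signal / Read-out: percent efflux inhibition, scaled nicardipine 100% to DMSO 0% / Benchmarks: nicardipine as high control, DMSO as low control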
ABCB1 inh = ABCB1 efflux pump inhibitors, primary screen, cell-based, multiplex, flow cytometry, ABCG2 counter-screen; ATP-dependent translocase ABCB1 (Homo sapiens), P08183; CCRF-Adr cells, JC-1 efflux; inhibition, % at 6.6 µM; actives 0.067% (n = 190,000); AID 1326, 2008; in the data active = inhibition above about 40%;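 note: 0% = vehicle and 100% = reference inhibitor; higher value means more JC-1 retained so stronger ABCB1 efflux block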
Target sequence (P08183 whole entry, looked up): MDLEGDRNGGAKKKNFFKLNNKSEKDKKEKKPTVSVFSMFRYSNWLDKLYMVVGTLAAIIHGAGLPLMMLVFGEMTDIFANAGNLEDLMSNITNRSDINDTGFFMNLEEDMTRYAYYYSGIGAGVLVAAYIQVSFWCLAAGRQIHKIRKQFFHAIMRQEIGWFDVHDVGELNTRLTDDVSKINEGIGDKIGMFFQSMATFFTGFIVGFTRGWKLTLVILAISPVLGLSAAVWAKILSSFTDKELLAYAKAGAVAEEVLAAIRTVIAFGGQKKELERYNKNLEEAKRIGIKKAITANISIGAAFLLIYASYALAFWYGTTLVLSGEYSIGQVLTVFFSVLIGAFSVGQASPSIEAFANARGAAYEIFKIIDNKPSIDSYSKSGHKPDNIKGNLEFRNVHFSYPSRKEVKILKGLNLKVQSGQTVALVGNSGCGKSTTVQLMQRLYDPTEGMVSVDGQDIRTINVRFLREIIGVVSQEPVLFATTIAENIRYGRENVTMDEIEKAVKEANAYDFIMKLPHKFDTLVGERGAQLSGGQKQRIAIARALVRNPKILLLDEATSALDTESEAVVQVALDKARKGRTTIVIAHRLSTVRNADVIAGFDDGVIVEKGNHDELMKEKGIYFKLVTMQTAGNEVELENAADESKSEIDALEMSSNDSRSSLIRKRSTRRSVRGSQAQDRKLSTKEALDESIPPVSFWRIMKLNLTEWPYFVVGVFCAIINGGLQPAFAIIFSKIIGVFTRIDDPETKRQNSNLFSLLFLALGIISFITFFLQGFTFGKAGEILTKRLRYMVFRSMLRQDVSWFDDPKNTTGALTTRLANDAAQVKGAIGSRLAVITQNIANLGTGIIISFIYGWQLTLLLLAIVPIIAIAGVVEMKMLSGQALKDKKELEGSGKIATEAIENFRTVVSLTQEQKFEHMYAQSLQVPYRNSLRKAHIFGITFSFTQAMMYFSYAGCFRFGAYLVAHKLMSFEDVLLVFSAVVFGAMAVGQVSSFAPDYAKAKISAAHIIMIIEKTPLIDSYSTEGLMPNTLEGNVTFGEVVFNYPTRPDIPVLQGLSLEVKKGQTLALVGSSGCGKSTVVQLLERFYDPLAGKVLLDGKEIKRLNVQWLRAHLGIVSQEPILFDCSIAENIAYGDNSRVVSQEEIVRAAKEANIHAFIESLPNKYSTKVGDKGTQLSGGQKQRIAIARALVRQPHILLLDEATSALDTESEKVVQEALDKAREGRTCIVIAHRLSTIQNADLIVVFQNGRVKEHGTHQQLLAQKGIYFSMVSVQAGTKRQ
Avidin fluor = green autofluorescence of compounds with avidin beads – biophysical, 488/530 nm, flow cytometry, artefact control, profiling panel; actives 0.38% (n = 220,000); fluorescence (KMESF) at 10 µM; compound fluorescence 488/530 nm; hits give high values; in the data active = fluorescence above about 47; note: inactives centre near 10
Pf gametocyte = late stage P. falciparum gametocyte viability inhibitors, primary screen, ATP luminescence, HTS. P. falciparum stage V gametocytes, 24 h. inhibition, % at 10.9 µM. actives 0.065% (n = 150,000). AID 743093, 2013;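 active = inhibition above the mean plus 3 SD of compounds within the control limits, set per campaign, cut at about 38% in these data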;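 note: 0% = DMSO wells and 100% = medium only without gametocytes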
RGS7-Gao reg = RGS7-Galphao binding modulators, primary screen, biochemical, multiplexed bead flow cytometry. Guanine nucleotide-binding protein G(o) subunit alpha (Homo sapiens), P09471. actives lie on both sides. binding response (% of control), % at 10 µM. actives 0.35% (n = 220,000); in the data active = binding response below about 49% or above about 150%; inconclusive = no clear call, values can overlap the other calls; inactive = in between;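 note: fluorescent Galphao held in activated GDP-AlF4 state binding bead-coupled RGS7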
GSH fluor = compound fluorescence on glutathione beads, profiling panel, artefact control, biophysical, 488/530 nm, flow cytometry; GSH beads flow cytometry, compound fluorescence 488/530 nm; hits give high values; fluorescence (KMESF) at 10 µM; actives 0.25% (n = 190,000); AID 1776, 2009; in the data active = fluorescence above about 89;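 note: glutathione beads carrying GST-tagged Bcl family fusion proteins plus one bare bead set; values are compound well signal with DMSO vehicle wells as background; inactives centre near 16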
Mcl1-Bid inh = Mcl-1/Bid binding inhibitors, primary screen, biochemical, TR-FRET, 1536-well; Induced myeloid leukemia cell differentiation protein Mcl-1 (Homo sapiens), Q07820; TR-FRET Mcl-1/Bid-Dy647 peptide binding; inhibition, % at 21.7 µM; actives 0.97% (n = 220,000); AID 1021, 2008;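 active = compounds that cut the binding signal by more than half at the single screening dose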;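 note: His-tagged Mcl-1 with europium anti-His antibody binding Bid BH3 peptide; 0% = Mcl-1 plus peptide wells and 100% = peptide-only wells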
RGS8-Gao reg = RGS8-Galphao binding modulators, primary screen, biochemical, multiplexed bead flow cytometry; Guanine nucleotide-binding protein G(o) subunit alpha (Homo sapiens), P09471; actives lie on both sides; response (percent of control binding), % at 10 µM; actives 0.34% (n = 220,000); in the data active = response below about 60% or above about 140%; inactive = in between;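 note: Galphao activated as the GDP aluminium fluoride complex binding bead-coupled RGS8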
RGS4-Gao reg = modulators of RGS4 binding to Galphao, primary screen, biochemical, multiplexed bead flow cytometry; binding response (% of control), % at 10 µM; Guanine nucleotide-binding protein G(o) subunit alpha (Homo sapiens), P09471; actives 0.33% (n = 220,000); actives lie on both sides; AID 1415, 2008; in the data active = binding response below about 49% or above about 150%; inactive = in between;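 note: fluorescent Galphao activated with aluminum fluoride binding bead-coupled RGS4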
The depositor's hits bear a star; ? = inconclusive; nt = no result given. The order is random; any-hit rate near 3.3%.

SMILES	Bim-Mcl-1	Mcl1 Noxa PPI	ABCG2 block	ABCB1 inh	Avidin fluor	Pf gametocyte	RGS7-Gao reg	GSH fluor	Mcl1-Bid inh	RGS8-Gao reg	RGS4-Gao reg
CCN(c1cccc(C)c1)S(=O)(=O)c1ccc2[nH]c(=O)c(=O)[nH]c2c1	0	12	4	0.3	31	nt	106	14	3	101	102
c1csc(-c2noc(CN3CCc4sccc4C3)n2)c1	0	7	2	0.9	12	nt	99	16	-37	101	101
NC1=NS(=O)(=O)NC1c1ccc(F)cc1 (centres undefined)	0	-22	4	-0.5	10	-3	99	11	-2	101	102
COc1cccc(CNc2nc3nc(C)cc(C)n3n2)c1	-3	-10	0	0.1	34	7	97	16	-3	102	101
CCC(=O)N(Cc1cc2ccc(C)cc2n2nnnc12)C1CCCCC1	0	-3	3	1.6	nt	nt	nt	19	7	nt	nt
CC(Nc1ccccc1)c1cccnc1 (centres undefined)	1	-1	-1	-0.5	9	5	?	9	-78	99	99
CCCN(CC(=O)Nc1ccc(Cl)cc1Cl)C(=O)/C=C/c1cccc([N+](=O)[O-])c1	0	19	3	0.8	7	nt	109	13	7	106	108
CCCCCNc1nc(-c2ccccc2)cs1	-9	5	11	0.3	17	nt	103	22	-1	104	102
Cc1ccc(NC(=O)CN(C)CC(=O)Nc2ccccc2Oc2ccccc2)cc1	-1	15	2	0.8	12	16	?	12	22	101	99
Fc1ccc(NC(=S)N2CCn3cccc3C2c2cccnc2)cc1 (centres undefined)	-6	16	0	0.1	21	5	103	12	-40	104	100
Cc1ccc(NC(=O)NCc2ccc3[nH]c(C)cc3c2)cc1	-2	12	-2	-0.7	8	-18	102	18	-46	104	101
O=C(COc1ccc(F)cc1)Nc1ccc(-n2cnnn2)cc1	1	7	14	0.3	8	-25	100	15	-7	103	99
O=C(Nc1ccc(F)c(Cl)c1)Nc1ccc(Cl)cn1	0	13	2	0.7	11	9	100	23	-8	99	99
O=C(Nc1ccccc1)C1CC(O)CN1S(=O)(=O)c1ccc([N+](=O)[O-])cc1 (centres undefined)	nt	2	nt	nt	5	-7	?	nt	4	101	93
CCN(CC(=O)NCc1ccc(Cl)cc1)Cc1cc(=O)n2ccsc2n1	-2	-4	6	-0.4	10	7	104	13	-21	104	105
Cc1cc(C)cc(N(C(=O)c2nsc(Cl)c2Cl)C(C(=O)NC2CCCC2)c2ccc(O)cc2)c1 (centres undefined)	-3	5	5	2.4	13	8	99	15	-6	103	105
Cc1ccc(N2CC(C(=O)NCc3ccc4c(c3)OCO4)CC2=O)cc1C (centres undefined)	0	-5	2	0.3	11	21	99	25	-13	101	96
O=C(NCCO)c1cc2ccccc2c(=O)s1	-3	6	1	0.1	21	-11	99	11	-25	102	100
COc1ccccc1CNC(=O)C1CCCN1S(=O)(=O)c1cccc2cccnc12 (centres undefined)	-2	11	1	0.6	7	nt	105	12	-11	106	105
CCOc1cc(C(=O)Nc2cc(C)on2)cc(OCC)c1OCC	-1	-1	20	0.7	5	3	95	51	-32	82	80
CSc1nncc(/C(C)=N\Nc2ccccc2)n1	-3	6	1	-0.6	6	nt	98	10	-9	96	99
COc1ccccc1CN=c1c([N+](=O)[O-])nn(-c2ccc3c(c2)OCCO3)n1O	-6	5	11	1.7	11	-1	95	4	-21	99	99
COc1ccc(NCc2cc3ccccc3[nH]c2=O)cc1	0	15	0	0.1	35	nt	102	12	-37	100	104
COc1ccc(N2CCN(S(=O)(=O)Cc3ccccc3)CC2)cc1	0	1	6	1.1	34	nt	96	25	0	101	99
Cc1cc(=O)n(Cc2ccc(OC(C)C)cc2)c(=S)[nH]1	-2	13	1	0.1	9	-4	100	10	-44	102	98
Cc1cccc(CSc2nnc(N)n2-c2ccccc2)c1	0	-11	2	0.3	5	-9	100	14	-13	103	96
Cc1cccc2cc(COC(=O)C3CCCCC3)c(=O)[nH]c12	-5	19	3	0.6	13	nt	98	8	-2	96	92
C/C(=N\Nc1ccccn1)c1ccc2c(c1)OCO2	0	14	10	1.4	18	16	101	6	-23	89	99
COc1ccc(-c2nc(-c3cccnc3)no2)cc1OC	nt	-2	nt	nt	8	6	?	nt	-11	102	100
COc1ccc(N2CCN(Cc3cc(=O)oc4ccc(Cl)cc34)CC2)cc1	0	0	0	-0.2	10	-11	103	22	-49	91	102
CCn1c(SCC(=O)NNC(=O)Cc2ccccc2)nnc1-c1ccccc1	-5	19	2	0.8	6	19	87	14	-24	89	89
Cc1cc(NC(=S)N(CCCN2CCN(C)CC2)Cc2ccco2)ccc1Cl	0	7	1	0.6	11	-29	?	14	-2	99	92
O=C(O)C1CCC(CNCc2ccccc2Cl)CC1 (centres undefined)	-5	-3	18	-0.1	25	nt	97	11	-10	102	98
Cc1ccc(-n2c(N)c(C(=O)N3CCN(C)CC3)sc2=S)cc1	-14	19	7	2.1	12	-4	119	16	-7	80	96
O=C(C1=C[C@H](c2csc3ccccc23)C[C@H](OCc2ccc(CO)cc2)O1)N1CCN(Cc2ccccc2)CC1	-1	-3	7	7.4	7	-20	102	18	2	103	104
C=CCN(CC=C)CCOc1ccc2ccccc2c1	-1	17	7	0.2	9	-6	98	16	4	103	100
O=C(Cc1ccccc1)Nc1c[nH]c(=O)[nH]c1=O	0	-10	3	0.8	11	-12	99	12	7	101	101
O=C(NCCN1C(=O)S/C(=C\c2cccnc2)C1=O)c1cc(S(=O)(=O)N2CCOCC2)ccc1F	nt	17	nt	nt	8	0	?	nt	-85	101	107
CSc1cccc(NC(=O)/C=C/c2cccc(Cl)c2)c1	-3	37	2	-0.1	3	9	102	11	9	98	102
O=[N+]([O-])c1cc(S(=O)(=O)Nc2ccccc2)ccc1-n1nnc2ccccc21	0	-1	8	1.5	12	-9	100	24	13	98	99
CC1CCCCN1C(=O)CSc1nc2cc3c(cc2c(=O)n1Cc1ccc2c(c1)OCO2)OCO3 (centres undefined)	0	-14	15	6.7	6	-10	95	27	4	99	95
CCOC(=O)c1nn(-c2ccccc2C)c2nc(Nc3ccccc3)cc(=O)n12	-5	-17	-3	-0.2	2	1	92	9	-30	84	92
O=C(O)c1ccccc1C(=O)Nc1nccs1	-4	2	0	0.2	34	2	102	13	-21	100	102
Cn1cnnc1SCC(=O)Nc1ccccc1Oc1ccccc1	-1	-10	0	0.4	9	-10	?	17	-35	99	99
CC(C)NC(=S)NNC(=O)C12CC3CC(CC(C3)C1)C2	0	0	2	0.3	12	4	100	19	-7	100	100
COc1cc(-c2noc(C)n2)cc(OC)c1OC	nt	-3	nt	nt	9	15	?	nt	9	97	88
COCc1cc(C)nc(SCC(=O)Nc2ccc3c(c2)OCO3)c1C#N	-1	6	7	1.1	9	nt	99	51	12	102	99
CCOC(=O)c1sc(NC(=O)/C=C/c2c(F)cccc2Cl)nc1C	-10	22	1	0.0	7	nt	99	18	37	100	98
CCc1c(C)nc(N2CCN(Cc3ccccc3)CC2)[nH]c1=O	-2	13	1	0.1	9	4	103	34	-13	103	111
Cc1cccc(-n2ncc3c(NCCN4CCOCC4)ncnc32)c1	1	4	1	0.3	23	15	101	16	-33	102	101
Cc1cc(NNC(=O)c2cccc(C(F)(F)F)c2)nc2c1c(C)nn2C	nt	3	nt	nt	7	17	?	nt	-15	109	104
Cc1ccc(C(=O)NCC(=O)N/N=C/c2cccs2)cc1[N+](=O)[O-]	-22	4	4	0.1	28	nt	107	9	0	108	107
Cc1cc(NC(=O)C2=C(O)c3ccccc3S(=O)(=O)N2C)no1	-4	21	0	0.1	10	nt	98	21	5	98	99
CCOc1ccc(NC(=O)CN2CCN(CC(=O)c3ccc(OC)c(OC)c3)CC2)cc1	-2	-4	0	0.1	9	12	100	12	-15	99	100
Cc1ccc2c(c1)CCCN2C(=O)Nc1ccc2c(c1)OCO2	-2	17	8	0.1	20	9	106	27	-47	106	103
O=C(NNC(=O)C1CCN(S(=O)(=O)c2cccc(C(F)(F)F)c2)CC1)C1CC1	-1	6	1	0.5	5	nt	102	17	-7	107	103
c1ccc2sc(NN=C3CCCC3)nc2c1	0	5	2	0.1	11	13	98	14	-7	100	99
ClCC1CSC(=NC23CC4CC(CC(C4)C2)C3)O1 (centres undefined)	0	3	2	0.4	9	-9	105	24	-27	100	101
Cc1sc2ncn(CCn3cnc4sc(C)c(C)c4c3=O)c(=O)c2c1C	-4	21	17	3.8	12	nt	103	29	-53	101	101
Cc1nc(-c2ccc(S(=O)(=O)N3CCCCCC3)cc2)cs1	-1	-5	7	-0.2	11	nt	100	36	-62	101	103
(further entries)
SMILES	Bim-Mcl-1	Mcl1 Noxa PPI	ABCG2 block	ABCB1 inh	Avidin fluor	Pf gametocyte	RGS7-Gao reg	GSH fluor	Mcl1-Bid inh	RGS8-Gao reg	RGS4-Gao reg
COc1ccccc1OCC(=O)Nc1ccc2c(c1)C(=O)N(CC1CCCO1)C2=O (centres undefined)	1	18	21	0.6	9	nt	?	15	-32	97	95
CCn1c(CSc2nc3ccccc3s2)nnc1SCC(=O)c1ccc(O)c(O)c1	-1	62*	1	0.1	4	nt	67	268*	-99	76	68
CCOC(=O)CSc1nnc(CNC(=O)c2cccs2)n1Cc1ccccc1	0	-5	3	0.1	34	nt	100	23	-1	100	101
CC(C)(C)n1nnnc1C(c1cccs1)N1CCN(Cc2ccc3c(c2)OCO3)CC1 (centres undefined)	-3	-2	1	0.7	16	-9	102	34	-4	99	101
CCOC(=O)/C(=C\C=C\N1CCOCC1)C(C)=O	-1	10	0	0.0	12	5	92	10	-18	104	101
CCOC(=O)c1sc(=S)n(-c2ccc(OC)cc2)c1C	nt	2	nt	nt	10	-15	?	nt	-45	102	103
C/C(CC(=O)NCc1ccccc1)=N\NC(=O)c1cnccn1	-2	0	-8	-2.5	20	nt	101	15	-60	97	98
Cc1ccc(NC(=O)CSc2nc3nc(C)cc(C)c3c(=O)[nH]2)cc1	-1	-63	39	2.4	10	nt	106	12	11	104	106
